High-throughput results (PubChem)
Statin myotox sup: suppressors of statin myotoxicity in C2C12 myotubes, primary screen, cell-based, single point, plate reader. C2C12 myotubes + simvastatin, ATP luminescence, 48 h; scaled: DMSO 0, geranylgeraniol control 100. rescue of ATP level, % at 7.49 µM. 330,000 tested, 0.78% active. AID 602340, 2012;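 active = mean ATP rescue above about 67%, or every replicate alone reaching that limit, limit read from the data, passing the limit was not always enough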;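 note: myotubes were challenged with 10 µM simvastatin during compound exposure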
esBAF inh: Bmi1 luciferase reporter increase in mESCs, primary screen, esBAF inhibitor project, mouse ES cells, Bmi1 luciferase knock-in, single point | reporter increase, % at 12.5 µM | 350,000 tested, 2% active | 24 h; 100% = twice the neutral-well signal | AID 602393, 2012; in the data active = activation above about 40%;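 note: 0% = median of the plate's neutral control wells and 100% = double that signal; a rise in the Bmi1 reporter signal indicates esBAF inhibition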
miR122 inh: miR-122 Renilla sensor signal increase in Huh7, primary screen, miR-122 inhibitor project, cell-based, single point, plate reader | Huh7 miR-122 Renilla luciferase sensor, 48 h; neutral wells = 0, positive control = 100 | activation (reporter increase), % at 12.5 µM | 340,000 tested, 0.3% active;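 active = mean replicate activation score at least 90 and every replicate individually at or above 90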;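 note: higher luciferase means less miR-122 activity so hits act as miR-122 inhibitors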
ARNT-TACC3 inh: disruptors of ARNT/TACC3 protein interaction, primary screen, biochemical, AlphaScreen, single concentration; 390,000 tested, 0.66% active; Transforming acidic coiled-coil-containing protein 3 (Homo sapiens), Q9Y6A5; inhibition, % at 9.99 µM; AlphaScreen His-ARNT PAS-B/GST-TACC3 binding, luminescence; TACC3 fragment carries E629A point mutation;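 active = mean inhibition of replicates at least 50% and at least half of replicates each reaching 50%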;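 note: 0% = complete ARNT plus TACC3 wells and 100% = ARNT alone without TACC3; many hits fall short of the cut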
ERp5 inh: inhibitors of ERp5-driven insulin aggregation, primary screen, biochemical, turbidity, absorbance 650 nm, single point | Protein disulfide-isomerase A6 (Homo sapiens), Q15084 | 90 min | inhibition, % at 9.99 µM | 350,000 tested, 0.05% active | AID 651711, 2012;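 active = mean replicate inhibition above about 25%, with every replicate also reaching it, limit read from the data, passing the limit was not always enough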
Target sequence (Q15084 whole entry, looked up): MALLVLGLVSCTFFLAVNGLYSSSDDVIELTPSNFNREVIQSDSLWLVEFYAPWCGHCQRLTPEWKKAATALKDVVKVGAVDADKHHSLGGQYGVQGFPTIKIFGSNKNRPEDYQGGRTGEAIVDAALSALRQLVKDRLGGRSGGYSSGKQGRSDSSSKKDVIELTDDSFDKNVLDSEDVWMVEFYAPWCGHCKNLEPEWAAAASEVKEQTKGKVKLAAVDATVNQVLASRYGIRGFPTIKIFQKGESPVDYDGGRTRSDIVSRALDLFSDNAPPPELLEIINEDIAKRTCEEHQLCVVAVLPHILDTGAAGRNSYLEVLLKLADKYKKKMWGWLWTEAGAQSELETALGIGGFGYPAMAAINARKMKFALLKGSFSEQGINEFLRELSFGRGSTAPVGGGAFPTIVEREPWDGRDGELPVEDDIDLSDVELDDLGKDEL
SIRT5 inh: SIRT5 desuccinylase inhibitors, primary screen, biochemical, fluorescence imaging, single point, set 5; NAD-dependent protein deacylase sirtuin-5, mitochondrial (Homo sapiens), Q9NXA8; Purified SirT5, succinyl-peptide AMC, trypsin-coupled fluorescence; inhibition, % at 15 µM; 330,000 tested, 1.1% active; AID 652115, 2013; in the data active = inhibition above about 15%
Target sequence (Q9NXA8 whole entry, looked up): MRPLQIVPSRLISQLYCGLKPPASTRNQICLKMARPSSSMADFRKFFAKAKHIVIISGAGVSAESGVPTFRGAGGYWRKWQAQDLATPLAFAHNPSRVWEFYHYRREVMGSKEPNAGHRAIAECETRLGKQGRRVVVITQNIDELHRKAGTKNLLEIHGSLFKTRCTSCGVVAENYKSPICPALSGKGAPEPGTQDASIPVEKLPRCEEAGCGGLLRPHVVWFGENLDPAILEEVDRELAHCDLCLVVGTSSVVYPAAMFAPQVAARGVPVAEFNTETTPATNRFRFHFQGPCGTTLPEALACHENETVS
Cneo AK release: Cryptococcus neoformans cell lysis inducers, primary screen, AK release luminescence, single concentration. lysis activity, % at 15 µM. C. neoformans lysis, adenylate kinase release luminescence, 4 h; normalised: neutral wells 0, clomiphene wells 100. 360,000 tested, 0.2% active. AID 651654, 2012;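 active = mean lysis activity across replicates of at least 80%, whatever share of replicates individually reach that level; inactive = mean lysis activity below 80%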
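Material: C. neoformans cells | Amount: Yeast cell density of 5 × 10^6 cells/mL | Medium: Fresh YPD growth medium | Dosing: Single dose | Times: Static 4 h at 37 °C with compound, 1 h detection | Detection: AK luminescence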
The depositor's hits bear a star; . = no result given; & = joins results of further samples; [ ] = another dose, or the depositor's remark.

canonical_smiles	Statin myotox sup	esBAF inh	miR122 inh	ARNT-TACC3 inh	ERp5 inh	SIRT5 inh	Cneo AK release
Cc1ccc(CNC(=O)C2CC(c3ccccc3[N+](=O)[O-])=NO2)cc1 (stereo unspecified)	-2	3	0	-10	-1	.	8
CCCNC(=O)Nc1ccc2c(c1)C(=O)N(C)[C@H]1CC[C@@H](CC(=O)O)O[C@H]1CO2	2	-1	-30[16.7 µM]	-26	.	.	-1
CCCCOc1ccc(/C=C/C(=O)OCC(=O)NC(=O)NCC(C)C)cc1OCC	4	0	-3	-14	4	1	1
COc1ccc(N=CC2=C(O)CC(C)(C)CC2=O)cc1OC	.	.	.	9	2	1	.
O=C(C=Cc1ccccc1)c1cc(Br)ccc1O	-3	29	-5	-8	4	1	-2
Cc1cccc(OCC(=O)N2CCCc3ccccc32)c1	.	.	.	3	2	-1	.
CSc1ncc(C(=O)Nc2cccc(Cl)c2)c(C)n1	0	8	4	-5	0	-1	0
CC(C)(C)c1ccc(OCCC(=O)NC2=NCCS2)cc1	-26	7	-2	-2	.	.	0
COc1cc(/C=N/NC(=O)CC(=O)NC2CCCCC2)ccc1O	22	-9	.	9	2	1	-1
O=[N+]([O-])c1ccc(-c2cc(-c3ccc(Cl)cc3)n[nH]2)cc1	.	40	2	-3	.	.	0
Cc1ccccc1C(=O)Nc1ccc(S(=O)(=O)N2CC(C)OC(C)C2)cc1 (stereo unspecified)	0	-2	-2	2	1	1	0
CSc1nnc(-c2sc(-c3ccccc3)nc2C)n1C	-9	4	-1	-5	.	.	2
COC(=O)c1cc(Br)ccc1-c1ccc(/C=N/n2nnnc2N)o1	-8	-3	-3	-1	.	.	1
COc1ccc(CCNC(=O)COc2ccc(-c3ccc(C#N)cc3)cc2)cc1	.	.	-16	8	-9	-5	4
CSCC(=O)NC1CCCc2c1cnn2-c1cc(F)cc(F)c1 (stereo unspecified)	-5	7	.	.	-6	-5	0
COc1cccc(C2=CC(=O)CC(C)(C)C2)c1OC	-7	1	.	-3	1	-4	-1
CCCOC(=O)/C(C(N)=NCc1ccccc1)=C(\O)OCCC	.	8	2	-2	.	.	1
COc1ccccc1N(Cc1ccccc1)S(=O)(=O)c1cccc(C(=O)Nc2ncccc2C)c1	-17	3	.	-7	6	1	.
O=C(C[C@H]1C=C[C@H](NS(=O)(=O)c2ccc(F)cc2)[C@@H](CO)O1)NCc1ccncn1	8	-1	-3[16.7 µM]	-11	-5	3	-2
Cc1cc(NC(=O)CN2CCN(c3ccc(O)cc3)CC2)no1	8	1	-1	5	.	.	8
COc1ccc(N/C=C/C(=O)c2ccc(Oc3ncccn3)cc2)cc1	-3	.	9	20	.	.	-2
CC(=O)Nc1cccc(OCC(=O)/C=C2\N(C)c3ccccc3C2(C)C)c1	-29	-12	-1	-5	7	1	7
Cc1ccc(S(=O)(=O)N(C)C[C@@H]2OCCCC[C@@H](C)Oc3ccc(NC(=O)CCCCCC(=O)Nc4ccccc4N)cc3C(=O)N([C@H](C)CO)C[C@@H]2C)cc1	.	5	-8[16.7 µM]	-8	1	-1	-5
COc1ccc(CNC(=O)C2CCN(S(=O)(=O)N3CC(C)CC(C)C3)CC2)cc1 (stereo unspecified)	7	5	0	-2	5	0	1
CCCc1cc(=O)[nH]c(SCC(=O)N(CC)c2c(N)n(Cc3ccccc3)c(=O)[nH]c2=O)n1	-3	-1	-13	-5	3	-3	0
CSC1=NC(C)N2C(SC)=NC(C)N12 (stereo unspecified)	-2	-1	.	-1	1	-6	.
CC(C)(C)N=C1NN=C(c2ccc(S(=O)(=O)N3CCCCC3)cc2)CS1	.	.	-4	-4	-1	-10	.
C[C@H]1CN([C@@H](C)CO)C(=O)c2cc(C3=CCCCC3)cnc2O[C@H]1CN(C)C(=O)NC1CCCC1	4	3	.	-2	0	3	57
Cc1nc2cc(NC(=O)c3ccc(Br)s3)ccc2s1	9	70*	-1	2	1	-4	-5
Cc1noc(C)c1S(=O)(=O)Nc1ccc2c(c1)C(=O)N([C@@H](C)CO)C[C@@H](C)[C@H](CN(C)S(=O)(=O)c1cccs1)OCCCC[C@@H](C)O2	-5	2	-12[16.7 µM]	-1	.	.	-3
Cc1nnc(NC(=O)CSc2nnc3c(n2)[nH]c2ccc(Br)cc23)s1	-8	-3	-4	-6	1	0	.
C=CCN(CC=C)S(=O)(=O)c1ccc(C(=O)Nc2nc3c(s2)CCc2ccccc2-3)cc1	.	.	8	-1	.	.	2
O=C(O)c1ccc(NS(=O)(=O)c2ccc(Cl)c(Cl)c2)cc1O	-2	3	3	-8	.	.	3
CC1CCCCC1NC(=O)c1cc2c(s1)CS(=O)(=O)C2 (stereo unspecified)	-1	0	-12	2	.	.	3
COc1ccc(C)cc1NC(=O)COC(=O)c1ccc(OCc2ccc(Cl)cc2Cl)c(OC)c1	.	.	.	-6	2	-2	.
CCCCn1c(SCC(=O)NCc2ccccc2)nc2ccc(N3CCOCC3)cc2c1=O	-11	4	2	-16	.	.	-1
CC(=O)OCCN1CCN(C(=O)CN2C(=O)NC(c3ccccc3)(c3ccccc3)C2=O)CC1	-2	-5	.	-2	0	-4	-2
CCCn1c(N2CCN(CC(=O)Nc3ccc4c(c3)OCCO4)CC2)nc2ccccc21	.	4	-19	0	.	.	-2
O=C1OC(c2cccs2)=N/C1=C\c1ccc(-c2cccc(Cl)c2)o1	.	0	-3	-3	.	.	-2
COCC(=O)N1C[C@@H]2[C@H](c3ccccc31)[C@@H](CO)N2Cc1cc(F)ccc1F	-21	-6	-4[16.7 µM]	1	0	0	-5
N#C[C@@H]1[C@H](c2ccc(C3=CCCC3)cc2)[C@H](CO)N1C(=O)C1CC1	-2	6	.	-22	-1	-11	0
COc1ccc(C(=O)c2ccc([N+](=O)[O-])cc2)cc1S(=O)(=O)N1CCC(C(=O)O)CC1	8	-2	.	7	-1	-1	-2
CCC(=O)NCCc1nc2cc(NC(=O)c3ccco3)ccc2n1C	-24	3	-6	-1	-1	5	-5
O=C1c2cccnc2C(=O)N1Cc1ccco1	-9	-2	-4	35	.	.	-1
CCOc1ccc(CN2CCC(C(=O)N3CCN(c4ccccc4F)CC3)CC2)cc1OC	-13	0	-12	-2	.	.	-1
O=C([C@@H]1[C@@H](CO)[C@@H]2Cn3c(ccc(/C=C/c4ccccc4)c3=O)[C@@H]2N1CC1CC1)N1CCOCC1	13	0	16[16.7 µM]	-9	-9	-32	0
C[C@@H]1CN([C@@H](C)CO)C(=O)c2cccc(NC(=O)C3CC3)c2O[C@H]1CN(C)S(C)(=O)=O	-2	-1	-8[16.7 µM]	-18	1	-11	0
CCOC(=O)c1c(OCCO)noc1N	.	.	-4	-6	1	-3	.
CCC(=O)N(C)C[C@H]1Oc2ncc(C#Cc3ccc(OC)cc3)cc2C(=O)N([C@H](C)CO)C[C@H]1C	-4	-2	0[16.7 µM]	-2	4	-3	2
CC(C)c1ccc(NC(=O)CN2CCN(c3ccccn3)CC2)cc1	-16	12	9	0	-1	-2	-1
Nc1nc(SCC(=O)c2ccc(Br)s2)n[nH]1	.	.	4	7	1	-2	.
Cc1ccc2nc(SCC(=O)c3ccc(O)cc3O)[nH]c2c1	-14	62*	9	1	0	-2	-6
O=C(C[C@@H]1CC[C@H]2[C@@H](COC[C@H](O)CN2Cc2ccccc2F)O1)NCc1ccccc1F	7	-9	-4[16.7 µM]	22	-4	2	-5
CC(=O)c1sc(NC(=O)C(C)(C)C)nc1C	.	.	-3	-3	.	.	1
CCn1c(C(C)C)n[nH]c1=S	-5	3	0	-7	-2	1	-3
NC1=NC(c2cccc(Cl)c2)N(CCc2ccc(F)cc2)C(N)=N1 (stereo unspecified)	-10	-6	-3	0	6	-3	0
CN1c2ccc(-c3cccc(C#N)c3)cc2[C@@H]2[C@@H](CCN2C(=O)Cc2ccccn2)[C@H]1CO	-21	14	-2[16.7 µM]	-9	2	0	-4
NC(=O)c1cc([N+](=O)[O-])ccc1NCc1ccc(C(=O)O)cc1	7	-1	-4	1	-2	.	1
CCCCOC(=O)c1ccc(NC(c2ccc(C)cc2)P(=O)(OC)OC)cc1 (stereo unspecified)	.	.	.	-1	7	-3	.
CC1CCN(c2oc(Cc3cccc4ccccc34)nc2C#N)CC1	-1	3	.	11	.	.	-4

2 compounds from above, limited to ARNT-TACC3 inh and esBAF inh.
SMILES | ARNT-TACC3 inh | esBAF inh
CN1c2ccc(-c3cccc(C#N)c3)cc2[C@@H]2[C@@H](CCN2C(=O)Cc2ccccn2)[C@H]1CO | -9 | 14
Nc1nc(SCC(=O)c2ccc(Br)s2)n[nH]1 | 7 | .

More results follow:
canonical_smiles	Statin myotox sup	esBAF inh	miR122 inh	ARNT-TACC3 inh	ERp5 inh	SIRT5 inh	Cneo AK release
O=C1C=C(C#Cc2ccccc2)C[C@@H](c2ccc(F)cc2)C1	13	-4	4	.	1	1	-2
COc1ccc(CCNC(=O)CSC2=NS(=O)(=O)c3ccccc3N2)cc1OC	4	-6	-4	-2	-3	2	-4
CCOC1=C2[C@@H](CN(S(=O)(=O)c3ccc(C)cc3)[C@H]2c2ccccc2F)[C@H]2C(=O)N(Cc3ccccc3)C(=O)[C@H]2C1	8	-1	56	.	0	11	6
Cc1ccc(CNc2ccc([N+](=O)[O-])cc2C(N)=O)cc1	-4	54*	.	-4	-4	-2	-5
O=C1NC(Nc2ccccn2)(C(F)(F)F)C(=O)N1c1ccc(F)cc1 (stereo unspecified)	-3	3	0	5	-3	3	0
O=C(Cc1ccncc1)N1CC[C@@H]2[C@H]1c1cc(Br)ccc1N[C@@H]2CO	-1	5	4[16.7 µM]	-5	.	.	-8
C[C@@H]1CCCCO[C@@H](CN(C)C(=O)Cc2ccccc2)[C@H](C)CN([C@@H](C)CO)C(=O)c2cc(NC(=O)Cc3ccccc3)ccc2O1	24	9	-8[16.7 µM]	-1	-6	6	-4
Cc1cccc2cc(CN(CCN3CCOCC3)C(=O)NCc3ccccc3)c(=O)[nH]c12	7	5	.	3	.	.	2
CCC1CCc2sc(C(=O)O)cc2C1 (stereo unspecified)	16	-3	1	-14	.	.	1
C[C@]12C(=O)N(c3cccc(Cl)c3)C(=O)N1[C@H]1c3ccccc3OC[C@@H]1[C@H]2c1ccccc1	11	-3	-27	0	.	.	8
Nc1nnc(SCC(=O)Nc2ccc(N3CCOCC3)cc2)s1	.	.	.	-2	2	-3	.
O=C(CCc1nnc(Cc2c[nH]c3ccccc23)o1)NCCC1CCCCO1 (stereo unspecified)	5	6	.	.	3	.	2
C[C@H](CO)N1C[C@H](C)[C@H](CN(C)S(=O)(=O)c2cccs2)Oc2ncc(C#Cc3ccc(F)cc3)cc2C1=O	29	11	-11[16.7 µM]	8	5	-4	-1
CCC(c1nnnn1C(C)(C)C)N1CCN(C(=O)c2ccco2)CC1 (stereo unspecified)	-7	0	0	-2	2	0	1
C[C@@H]1CN([C@H](C)CO)C(=O)CCCn2nncc2CO[C@H]1CN(C)S(=O)(=O)c1ccc(Oc2ccccc2)nc1	7&2	-5&-1	-6	-3	-7&2	6&0	1&1
N#C[C@@H]1N[C@@H](CO)[C@@H]1c1ccc(C#CC2CCCCC2)cc1	-4	3	.	1	2	5	-2
CC1(C)CC(=O)C2=C(C1)OC(N)=C(C#N)C2C#Cc1ccccc1 (stereo unspecified)	13	10	1	4	.	.	0
CCC(C)Nc1nc(N)c([N+](=O)[O-])c(Nc2cc(OC)ccc2OC)n1 (stereo unspecified)	-41	-1	-7	0	6	-3	5

Rows were taken by chance (roughly 4% active in at least one column).
